NFkB binder: binders of human NF-kappa-B p105; P19838; Small molecule microarray, anti-His fluorescence binding; calls only; actives 1.3% (n = 17,000); AID 624139;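 active = spot fluorescence over background significantly raised, with a chance value under 7% in all four replicate spots of the compound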;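 note: probe protein is his-tagged human p50 processed subunit at 1 µg/ml; raw spot fluorescence signals with no normalization applied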
Target sequence (P19838 1-433 limits assumed): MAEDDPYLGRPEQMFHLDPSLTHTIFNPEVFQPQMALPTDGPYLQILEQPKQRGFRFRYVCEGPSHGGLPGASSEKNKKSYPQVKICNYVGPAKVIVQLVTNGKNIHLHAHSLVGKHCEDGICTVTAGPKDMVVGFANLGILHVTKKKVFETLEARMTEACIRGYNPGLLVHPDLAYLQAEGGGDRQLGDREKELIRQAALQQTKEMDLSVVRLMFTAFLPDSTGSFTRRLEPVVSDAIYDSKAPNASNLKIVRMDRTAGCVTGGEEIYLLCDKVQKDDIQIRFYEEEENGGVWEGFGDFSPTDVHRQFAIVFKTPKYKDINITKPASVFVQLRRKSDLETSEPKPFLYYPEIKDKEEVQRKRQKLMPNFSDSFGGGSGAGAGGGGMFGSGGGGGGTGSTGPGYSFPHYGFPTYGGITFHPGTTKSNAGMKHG
Calls only; i = inactive; + = active, no number. The list is partial (hit frequency here may not be typical).

Structure,NFkB binder
C[C@H](CO)N1C[C@H](C)[C@@H](CN(C)C(=O)Nc2cccc3ccccc23)Oc2ccc(NC(=O)Nc3cccc4ccccc34)cc2CC1=O,i
CC1(C)Cc2c(sc3nc(SCC(=O)c4ccccc4)nc(N)c23)CS1,i
COCCOC(=O)N1C(=O)[C@@]2(c3cc(C#CC4(O)CCCCCC4)ccc31)[C@H](c1ccccc1OCCO)N1[C@H](c3ccccc3)[C@H](c3ccccc3)OC(=O)[C@H]1[C@@H]2C(N)=O,i
C[C@@H]1CN([C@@H](C)CO)C(=O)Cc2cc(NC(=O)C3CC3)ccc2O[C@@H]1CN(C)Cc1ccc(Cl)c(Cl)c1,i
Nc1ncnc(Sc2nc3ccccc3s2)c1[N+](=O)[O-],i
C[C@H](CO)N1C[C@H](C)[C@@H](CN(C)C)Oc2ccc(NC(=O)C3CC3)cc2CC1=O,i
C[C@H](CO)N1C[C@H](C)[C@@H](CN(C)Cc2ccc(-c3ccccc3)cc2)Oc2ccc(NC(=O)CCN3CCOCC3)cc2CC1=O,i
O=C(NCCCCN1CCOCC1)c1cc2ccccc2o1,i
C[C@H](CO)N1C[C@H](C)[C@H](CN(C)C(=O)NC2CCCCC2)Oc2ccc(NS(C)(=O)=O)cc2CC1=O,i
C[C@@H]1CN([C@H](C)CO)C(=O)c2cc(NC(=O)Nc3ccccc3)ccc2O[C@@H](C)CCCCO[C@H]1CN(C)S(=O)(=O)c1cn(C)cn1,i
COc1cc2c(=O)c(-c3ccc(O)cc3)coc2cc1O[C@@H]1O[C@@H](C)[C@H](O)[C@@H](O)[C@H]1O,i
C[C@@H]1CCCCO[C@@H](CN(C)C(=O)NC2CCCCC2)[C@@H](C)CN([C@@H](C)CO)C(=O)c2cc(NC(=O)Nc3ccccc3)ccc2O1,i
CC(C)NC(=O)Nc1ccc2c(c1)C(=O)N([C@@H](C)CO)C[C@H](C)[C@H](CN(C)Cc1ccccc1)OCCCC[C@H](C)O2,i
Cc1ccc([N+](=O)[O-])cc1NC(=O)c1ccc(NC(=O)C2(c3ccccc3)CCOCC2)cc1,i
C[C@H](CO)N1C[C@H](C)[C@@H](CN(C)Cc2ccccc2)Oc2c(NS(C)(=O)=O)cccc2C1=O,i
COc1cccc(C2=NN(C(=O)c3onc(-c4ccccc4Cl)c3C)C(c3ccco3)C2)c1 (configuration not stated),i
Cc1noc(C)c1S(=O)(=O)Nc1ccc2c(c1)C(=O)N([C@H](C)CO)C[C@@H](C)[C@H](CN(C)C(=O)Nc1ccc(F)cc1)O2,i
C=CCN1C(=O)[C@@]2(O[C@@H](CCO)[C@H]([Si](C)(C)c3ccc(OC)cc3)[C@H]2C)c2cc(N3CCC3=O)ccc21,i
C[C@@H]1CN([C@@H](C)CO)C(=O)CCCn2cc(nn2)CO[C@@H]1CN(C)S(=O)(=O)c1ccc(-n2cccn2)cc1,i
C[C@@H]1CN([C@@H](C)CO)C(=O)Cc2cc(NC(=O)Cn3cnnn3)ccc2O[C@@H]1CN(C)C(=O)Nc1ccccc1,i
CCO[C@H]1OC(C(=O)O)=C[C@@H](c2ccc(Br)cc2)[C@@H]1CCCO,i
C[C@@H]1CN([C@@H](C)CO)C(=O)c2cccc(NS(C)(=O)=O)c2O[C@@H]1CN(C)CC1CC1,i
O=c1cc(-c2ccccc2)nc(SCc2nc3ccccc3[nH]2)[nH]1,i
O=C(COc1cc(O)c2c(=O)c3ccccc3oc2c1)c1ccc(Br)cc1,i
COc1ccc(S(=O)(=O)NCc2ccccn2)c(C)c1C,i

Retrieved one by one from the list above, five records:
Structure,NFkB binder
COc1ccc(S(=O)(=O)NCc2ccccn2)c(C)c1C,i
C[C@@H]1CN([C@H](C)CO)C(=O)c2cc(NC(=O)Nc3ccccc3)ccc2O[C@@H](C)CCCCO[C@H]1CN(C)S(=O)(=O)c1cn(C)cn1,i
C[C@@H]1CCCCO[C@@H](CN(C)C(=O)NC2CCCCC2)[C@@H](C)CN([C@@H](C)CO)C(=O)c2cc(NC(=O)Nc3ccccc3)ccc2O1,i
O=C(COc1cc(O)c2c(=O)c3ccccc3oc2c1)c1ccc(Br)cc1,i
C[C@@H]1CN([C@@H](C)CO)C(=O)CCCn2cc(nn2)CO[C@@H]1CN(C)S(=O)(=O)c1ccc(-n2cccn2)cc1,i

Later entries:
Structure,NFkB binder
Cc1noc(C)c1NC(=O)N(C)C[C@@H]1OCCCC[C@@H](C)Oc2ccc(N(C)C)cc2C(=O)N([C@H](C)CO)C[C@@H]1C,i
Cc1noc(C)c1NC(=O)N(C)C[C@@H]1Oc2ccc(NC(=O)Nc3ccc4c(c3)OCO4)cc2C(=O)N([C@@H](C)CO)C[C@H]1C,i
COc1cc2c(c(OC)c1)C(=O)OC(C)C2 (configuration not stated),i
O=C(NCCO)c1nc(NCCO)c2ccccc2n1,i
CCC(Sc1ccccn1)C(=O)Nc1ccc(Br)cc1 (configuration not stated),i
Cc1noc(C)c1NC(=O)N(C)C[C@@H]1OCCCC[C@@H](C)Oc2ccc(NC(=O)c3ccncc3)cc2C(=O)N([C@H](C)CO)C[C@H]1C,i
Cc1occc1C(=O)Nc1sc2c(c1C(=O)NCc1cccnc1)CCCC2,i
Cc1noc(C)c1NC(=O)N(C)C[C@H]1Oc2ccc(NC(=O)c3ccncc3)cc2CC(=O)N([C@@H](C)CO)C[C@@H]1C,i
Cc1ccc(SCCNS(=O)(=O)c2ccc3c(c2)OCCO3)cc1,i
C[C@H]1CN([C@@H](C)CO)C(=O)Cc2cc(NS(=O)(=O)c3ccc(F)cc3)ccc2O[C@H]1CN(C)S(=O)(=O)c1ccc(Cl)cc1,i
C[C@@H]1CN([C@@H](C)CO)C(=O)c2cccc(NC(=O)c3nc4ccccc4s3)c2O[C@H]1CN(C)C(=O)Nc1cccc2ccccc12,i
CCn1c(SCC(=O)Nc2ccc(C(C)=O)cc2)nnc1-c1cc(Br)ccc1O,i
COc1ccccc1CNc1nc2nc(C)cc(C)n2n1,i
C[C@@H]1CN([C@@H](C)CO)C(=O)c2cc(NS(=O)(=O)c3cn(C)cn3)ccc2O[C@@H]1CN(C)C(=O)NC1CCCCC1,i
Cc1noc(C)c1S(=O)(=O)Nc1ccc2c(c1)C(=O)N([C@H](C)CO)C[C@H](C)[C@H](CN(C)C(=O)CCC(F)(F)F)OCCCC[C@H](C)O2,+
C[C@@H]1CN([C@@H](C)CO)C(=O)c2cccc(NC(=O)c3cnccn3)c2O[C@H]1CN(C)C(=O)Nc1ccccc1,+
CN(C(=O)CSc1nc(O)cc(=O)n1-c1ccccc1F)c1ccccc1,i
COCCCNC(=O)[C@@]1(C)c2ccccc2C(=O)N(Cc2cc(F)cc(C(F)(F)F)c2)[C@H]1c1ccc(CO)cc1,i
CCNS(=O)(=O)c1cc(-c2nnc(Nc3ccc(NC(C)=O)cc3)c3ccccc23)ccc1C,i
CC(C)CC(C(=O)Nc1cccc([N+](=O)[O-])c1)N1C(=O)c2ccccc2C1=O (configuration not stated),i
CCN1C(=O)c2cccc3c(S(=O)(=O)N4CCCC4C(=O)O)ccc1c23 (configuration not stated),i
OC(CCN1CCCCC1)(c1ccccc1)C1C[C@@H]2C=C[C@H]1C2 (some centres not stated),i
COc1ccc2cc1/C=C\NC(=O)C(Cc1ccccc1)NC(=O)C1C(CCN1C(=O)C(NC(=O)C(C)N(C)C)C(C)C)O2 (configuration not stated),i
Cc1cccc(-n2nc([N+](=O)[O-])c(=NCc3cccnc3)n2O)c1,i
COc1cc(CCO)ccc1O[C@@H]1O[C@H](CO)[C@@H](O)[C@H](O)[C@H]1O,i

Gathered by group: the entries above containing a CF3 group
Structure,NFkB binder
Cc1noc(C)c1S(=O)(=O)Nc1ccc2c(c1)C(=O)N([C@H](C)CO)C[C@H](C)[C@H](CN(C)C(=O)CCC(F)(F)F)OCCCC[C@H](C)O2,+
COCCCNC(=O)[C@@]1(C)c2ccccc2C(=O)N(Cc2cc(F)cc(C(F)(F)F)c2)[C@H]1c1ccc(CO)cc1,i

Continued.
Structure,NFkB binder
Cc1ccc(S(=O)(=O)N(C)CC(=O)Nc2c(F)cccc2F)cc1,i
C[C@@H]1CCCCO[C@H](CN(C)C(=O)CCC(F)(F)F)[C@@H](C)CN([C@H](C)CO)C(=O)c2cc(NC(=O)Nc3ccc4c(c3)OCO4)ccc2O1,i
C[C@@H]1CCCCO[C@H](CN(C)Cc2ccccc2)[C@@H](C)CN([C@@H](C)CO)C(=O)c2cc(NC(=O)Nc3ccc4c(c3)OCO4)ccc2O1,i
Cc1ccccc1C(=O)c1ccc(Nc2ccc(Br)cc2N)cc1Cl,i
COC(=O)[C@@]1(Cc2ccccc2N=[N+]=[N-])COC(c2ccc(OCCCO)cc2)=N1,i
COC(=O)c1c(-c2ccccc2)csc1NC(=O)c1cc(-c2cccnc2)nc2ccccc12,i
CNC[C@H]1Oc2ccc(NS(=O)(=O)c3ccccc3)cc2CC(=O)N([C@@H](C)CO)C[C@H]1C,i
C[C@H]1CN([C@@H](C)CO)C(=O)CCCn2nncc2CO[C@H]1CN(C)C(=O)Nc1ccccc1C(F)(F)F,i
Cc1noc(C)c1NC(=O)N(C)C[C@H]1Oc2ccc(NS(C)(=O)=O)cc2CC(=O)N([C@@H](C)CO)C[C@H]1C,i
C[C@H](CO)N1C[C@H](C)[C@H](CN(C)C(=O)NC2CCCCC2)Oc2c(NS(=O)(=O)c3cccs3)cccc2C1=O,i
C[C@@H]1CCCCO[C@H](CN(C)C(=O)Cc2ccccc2)[C@H](C)CN([C@@H](C)CO)C(=O)c2cc(NC(=O)Nc3ccc(F)cc3)ccc2O1,i
Cc1ccc(NC(=O)COc2ccccc2)c(NC(=O)C2CC2)c1,i
COc1cc(C(O)CCOC2OC(CO)C(O)C(O)C2O)cc2cc(-c3ccc4c(c3)OCO4)oc12 (configuration not stated),i
O=C(CC1NCCNC1=O)Nc1ccc([N+](=O)[O-])cc1 (configuration not stated),i
CC(C)NC(=O)N(C)C[C@@H]1OCCCC[C@@H](C)Oc2ccc(NC(=O)Nc3ccc4c(c3)OCO4)cc2C(=O)N([C@@H](C)CO)C[C@@H]1C,i
O=C1O[C@@H](c2ccccc2)[C@@H](c2ccccc2)N2[C@@H](c3ccc(OCCO)cc3)[C@]3(C(=O)Nc4ccc(C#CC5=CCCCC5)cc43)[C@@H](C(=O)O)[C@H]12,i
Cc1nccn1CC1CCC2C(C1=O)c1ccccc1N2C (configuration not stated),i
COc1ccc(NC(=O)Nc2ccc3c(c2)C(=O)N([C@H](C)CO)C[C@@H](C)[C@H](CN(C)C(=O)NC(C)C)O3)cc1,i
O=C1N(CCS(=O)(=O)c2ccccc2)Cc2ccccc2[C@H]2OC(c3ccc(OCCCO)cc3)=N[C@@]12Cc1ccccc1,i
C[C@H]1CN([C@@H](C)CO)C(=O)c2cccc(NS(=O)(=O)c3cn(C)cn3)c2O[C@H]1CN(C)CC1CC1,i
COc1ccc(CN(C)C[C@H]2OCc3cn(nn3)CCCC(=O)N([C@H](C)CO)C[C@@H]2C)cc1,i
C[C@H]1CN([C@@H](C)CO)C(=O)c2cccc(NC(=O)NC3CCCCC3)c2O[C@@H]1CN(C)C(=O)Nc1ccccc1,i
CNC[C@@H]1Oc2ccc(NC(=O)Nc3c(C)noc3C)cc2C(=O)N([C@@H](C)CO)C[C@H]1C,i
C[C@@H]1CN([C@H](C)CO)C(=O)Cc2cc(NC(=O)Cc3ccccc3)ccc2O[C@H]1CN(C)S(=O)(=O)c1cccs1,i
COc1ccc(NC(=O)Nc2cccc3c2O[C@H](CN(C)S(=O)(=O)c2cccs2)[C@H](C)CN([C@@H](C)CO)C3=O)cc1,i
COc1ccccc1NC(=O)C(CCS(C)(=O)=O)N1C(=O)c2ccc(Br)cc2C1=O (configuration not stated),i
CCO[C@@H]1OC(C(=O)Nc2ccccc2)=C[C@H](c2ccc3c(c2)OCO3)[C@H]1CCCO,i
C[C@@H]1CN([C@H](C)CO)C(=O)c2cccc(NS(C)(=O)=O)c2O[C@H]1CN(C)C(=O)NC1CCCCC1,i
O=C(Nc1ccc2c(c1)OCCO2)c1ccc(CNS(=O)(=O)c2cccc(C(F)(F)F)c2)cc1,i
COc1ccc(CN(C)C[C@@H]2Oc3ccc(NC(=O)Nc4ccc5c(c4)OCO5)cc3CC(=O)N([C@H](C)CO)C[C@H]2C)cc1,i
C[C@@H]1CN([C@@H](C)CO)C(=O)Cc2cc(NC(=O)Cc3ccccc3)ccc2O[C@H]1CN(C)Cc1ccc(C(F)(F)F)cc1,i
Cc1ccc(S(=O)(=O)Nc2ccc3c(c2)CC(=O)N([C@H](C)CO)C[C@H](C)[C@@H](CN(C)C(=O)Nc2c(C)noc2C)O3)cc1,i
COC(=O)c1cn(CC(N)=O)c2ccccc12,i
C[C@@H]1CCCCO[C@H](CN(C)C)[C@H](C)CN([C@H](C)CO)C(=O)c2cc(NS(C)(=O)=O)ccc2O1,i
O=C1Nc2ccc(Br)cc2/C1=C/c1cc2c([nH]1)CCCC2,i
C[C@H]1CN([C@@H](C)CO)C(=O)Cc2cc(NC(=O)Nc3cccc4ccccc34)ccc2O[C@@H]1CN(C)C(=O)Nc1cccc2ccccc12,i
COc1ccc(NC(=O)CSc2nc(C34CC5CC(CC(C5)C3)C4)ccc2C#N)cc1,i
COc1ccc(C#Cc2ccc3c(c2)[C@]2(C(=O)N3)[C@H](c3ccc(OCCO)cc3)N3[C@H](c4ccccc4)[C@H](c4ccccc4)OC(=O)[C@H]3[C@@H]2C(=O)Nc2nc3ccccc3s2)cc1,+
C[C@@H]1CN([C@@H](C)CO)C(=O)c2cc(NC(=O)Nc3ccc(F)cc3)ccc2O[C@H]1CN(C)C(=O)Nc1ccc2c(c1)OCO2,i

A draw from above in order of length of the SMILES, descending.
Structure,NFkB binder
COc1ccc(NC(=O)CSc2nc(C34CC5CC(CC(C5)C3)C4)ccc2C#N)cc1,i
O=C1Nc2ccc(Br)cc2/C1=C/c1cc2c([nH]1)CCCC2,i
COC(=O)c1cn(CC(N)=O)c2ccccc12,i

Screening results from PubChem BioAssay.
